# NLRP3 yeast inh – NALP3 inflammasome inhibitors in reconstituted yeast, primary screen, luminescence, uHTS. Yeast reconstituted NLRP3/ASC/caspase-1, beta-gal luminescence, 24 h. inhibition, % at 10 µM. actives 0.39% (n = 330,000). AID 2825, 2010;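 active means inhibition of 50% or more; inactive means inhibition below 50%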;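 further: plate controls were induced DMSO wells for no effect and uninduced yeast grown without galactose for full effect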
# Apaf1 inhib – inhibitors of human Apaf-1 apoptosome, primary screen, biochemical, DEVD-Rh110 fluorescence, uHTS; Apoptotic protease-activating factor 1 (Homo sapiens), O14727; actives 0.71% (n = 330,000); AID 489030, 2010; reconstituted apoptosome caspase-3 activity; inhibition, % at 20 µM; active means inhibition of at least 40% at 20 µM;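 further: plate controls were DMSO wells for no effect and DEVD-CHO caspase inhibitor wells for full effect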
#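 Assay system: Apoptosome proteins | Medium: pH 7.5 Hepes buffer with CHAPS, BSA, DTT | Also added: Cytochrome c and DEVD-Rh110 substrate | Times: 30 min plus 50 min, RT | Detection: Rhodamine 110 fluorescence at Ex 480/Em 540 nm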
# hIAP inh – human IAP inhibitors, primary screen, biochemical, luminescence, uHTS; Intestinal-type alkaline phosphatase (Homo sapiens), P09923; actives 0.12% (n = 330,000); inhibition, % at 10 µM; purified IAP, CDP-Star luminescence, 30 min; AID 2544, 2010;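 active means inhibition reaching a set limit with compound at 10 µM in the primary screen, cut at about 35% in these data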;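 further: plate controls were DMSO wells with enzyme for no effect and no-enzyme buffer wells for full effect; values of inactives mirror those of a sister screen read the other way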
# Target sequence (P09923 whole entry, looked up): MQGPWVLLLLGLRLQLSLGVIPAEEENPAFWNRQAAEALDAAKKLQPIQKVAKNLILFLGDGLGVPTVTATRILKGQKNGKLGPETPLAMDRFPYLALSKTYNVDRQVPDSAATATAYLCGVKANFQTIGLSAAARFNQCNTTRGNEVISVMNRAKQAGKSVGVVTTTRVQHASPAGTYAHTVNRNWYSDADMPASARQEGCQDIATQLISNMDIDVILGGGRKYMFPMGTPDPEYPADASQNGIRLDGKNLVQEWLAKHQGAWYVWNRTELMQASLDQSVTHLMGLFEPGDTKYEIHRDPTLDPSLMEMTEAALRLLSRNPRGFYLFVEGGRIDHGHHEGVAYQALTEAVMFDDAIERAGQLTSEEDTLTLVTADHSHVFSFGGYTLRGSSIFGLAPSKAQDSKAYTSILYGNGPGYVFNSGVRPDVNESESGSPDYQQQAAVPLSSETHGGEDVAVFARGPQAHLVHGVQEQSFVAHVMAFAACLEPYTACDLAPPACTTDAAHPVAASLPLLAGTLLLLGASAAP
# hIAP act – human IAP activators, primary screen, biochemical, luminescence, uHTS. Intestinal-type alkaline phosphatase (Homo sapiens), P09923. purified human IAP, CDP-Star luminescence, 30 min; hits give high values; 1 = vehicle-only enzyme, 0 = enzyme-free background. activation factor at 10 µM. actives 0.16% (n = 330,000). AID 2524, 2010;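 active means activation factor of the enzyme at least 2-fold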; further: the source names both 10 and 20 µM as test concentration; values of inactives mirror those of a sister screen read the other way
# tim10-1 inh – growth inhibitors of tim10-1 mutant yeast, primary screen, luminescence, uHTS; S. cerevisiae tim10-1 ts strain growth, BacTiter-Glo, 24 h; inhibition, % at 20 µM; actives 2.2% (n = 330,000);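 active means inhibition of at least 40%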;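 further: mutant grown at 25 °C; 0% = DMSO wells with yeast and 100% = wells holding no yeast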
# mIAP act – activators of mouse IAP, primary screen, biochemical, luminescence, uHTS; AID 2805, 2010; activation factor at 10 µM; muIAP, CDP-Star luminescence, 30 min; hits give high values; 1 = vehicle-only enzyme signal, 0 = enzyme-free wells; actives 0.24% (n = 330,000);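 active means activation factor of at least 2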; further: the source names both 10 and 20 µM as test concentration; values of inactives mirror those of a sister screen read the other way
#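 System: Mouse IAP enzyme | Also added: CDP-Star substrate | Dosing: Compounds dispensed in DMSO | Schedule: 30 min enzyme-substrate-compound incubation at room temperature | Technique: Chemiluminescence readout | Control set: DMSO-only wells and no-enzyme negative control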
# ATG4B inh – ATG4B protease inhibitors, primary screen, biochemical, fluorescence, uHTS; Cysteine protease ATG4B (Homo sapiens), Q9Y4P1; ATG4B cleavage of LC3-PLA2, NBD-HPC fluorescence, 1 h; inhibition, % at 8.33 µM; actives 0.51% (n = 340,000); in the data active means inhibition above about 40%
# Target sequence (Q9Y4P1 whole entry, looked up): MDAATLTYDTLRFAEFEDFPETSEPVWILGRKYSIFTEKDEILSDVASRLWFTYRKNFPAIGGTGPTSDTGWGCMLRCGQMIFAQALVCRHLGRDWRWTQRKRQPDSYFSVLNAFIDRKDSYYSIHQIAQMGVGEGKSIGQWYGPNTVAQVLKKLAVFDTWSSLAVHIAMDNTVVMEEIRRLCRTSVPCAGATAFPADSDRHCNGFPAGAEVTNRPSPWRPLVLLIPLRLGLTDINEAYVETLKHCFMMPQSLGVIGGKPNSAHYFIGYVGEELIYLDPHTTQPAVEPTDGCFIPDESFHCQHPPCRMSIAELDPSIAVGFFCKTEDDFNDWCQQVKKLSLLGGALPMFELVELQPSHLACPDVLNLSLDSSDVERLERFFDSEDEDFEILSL
# TIM10 inh – growth inhibitors of isogenic TIM10 control yeast, primary screen, counter-screen for tim10-1 yeast inhibitor project, luminescence, uHTS. S. cerevisiae TIM10 strain growth, BacTiter-Glo luminescence, 24 h. inhibition, % at 10 µM. actives 1.4% (n = 330,000). AID 463195, 2010;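 active means inhibition of 40% or more at the single tested concentration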;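 further: wild-type TIM10 isogenic control strain grown at permissive 25 °C; 0% = DMSO yeast wells and 100% = minimal medium wells without yeast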
# mIAP block – inhibitors of mouse IAP, primary screen, biochemical, luminescence, uHTS; intestinal alkaline phosphatase [Mus musculus]; purified mouse IAP, CDP-Star luminescence, 30 min; inhibition, % at 10 µM; actives 0.2% (n = 330,000);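 active means inhibition of at least 40% at 10 µM in the primary screen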;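 further: plate controls were DMSO with enzyme for no effect and no enzyme wells for full effect; values of inactives mirror those of a sister screen read the other way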
# * marks the source's active call; other numbers are inactive results; · = no result given.
SMILES,NLRP3 yeast inh,Apaf1 inhib,hIAP inh,hIAP act,tim10-1 inh,mIAP act,ATG4B inh,TIM10 inh,mIAP block
COc1ccccc1/C=C/C(=O)OCC(=O)NCCC1=CCCCC1,-5,15,15,0.85,18,0.95,9,29,5
COc1ccc(C)cc1N(C(=O)CNC(=O)c1ccco1)C(C(=O)NC1CCCC1)c1cccnc1 (centres undefined),2,6,-12,1.1,18,1,-12,-6,0
Cc1ccccc1N1CCN(C2CCCN(C(=O)c3ccnn3C)C2)CC1 (centres undefined),11,15,-13,1.1,23,0.96,-2,-4,4
CN(C)S(=O)(=O)c1ccc(C(=O)OCCn2cnc3c2c(=O)n(C)c(=O)n3C)cc1,7,-18,-1,1,12,0.91,1,-3,9
Cn1nccc1C(=O)NC(=S)Nc1sc2c(c1C#N)CCCCC2,15,1,-3,1,14,1,-9,26,-1
Cc1ccc(NC(=O)COc2cccc(-n3cnnn3)c2)cc1[N+](=O)[O-],13,5,5,0.95,-22,0.91,-18,-7,10
NC(=O)CSc1n[nH]c(-c2ccco2)n1,14,-5,-7,1.1,2,0.98,-8,3,2
Cc1cc(C)c(S(=O)(=O)Nc2ccc(O)c(Sc3ncn[nH]3)c2)c(C)c1,13,6,7,0.93,11,0.31,-9,-8,69*
CC1(C)N=C(N)NC(Nc2ccccc2Cl)=N1,-3,1,-13,1.1,-7,0.93,-9,-5,7
COC(=O)c1c(S(=O)(=O)N2CCOCC2)c(C)n(C)c1C,5,-10,-12,1.1,10,0.93,6,8,8
CC1CCN(C(=O)Cn2c(=O)n(Cc3ccco3)c(=O)c3sccc32)CC1,19,-2,2,0.98,-16,0.99,-5,15,1
Cc1cccc(CCNC(=O)CN(C)S(=O)(=O)c2cnc[nH]2)c1,9,9,-4,1,-3,1,-8,-17,-3
COc1ccc(Cl)cc1N1C(=N)SCC1=O,12,-5,-18,1.2,6,1,-5,-7,-3
CN1CCN(c2ccc(S(=O)(=O)N3CCCCC3)cc2[N+](=O)[O-])CC1,4,-7,-3,1,16,0.91,-2,-17,9
CCOc1cc(N(CC)CC)ccc1/C=C(/C#N)c1nc2ccccc2[nH]1,16,-46,27,0.73,-44,0.71,-5,-30,29
Cc1ccc(C2=NCCn3c2c2ccc([N+](=O)[O-])cc2[n+]3[O-])cc1,24,13,13,0.87,30,0.94,14,15,6
COc1ccc(C(C)NC(=O)c2ccncc2)cc1 (centres undefined),4,-14,-6,1.1,-20,0.99,-5,3,1
CCOc1cccc(N2C(=O)CC(N3CCN(c4nc5ccccc5s4)CC3)C2=O)c1 (centres undefined),-4,16,-2,1,20,0.94,-28,11,6
COc1ccc(CC(=O)O/N=C(\N)c2ccccn2)cc1OC,15,0,-10,1.1,24,1,4,4,-1
CC(=O)NCCC(=O)Nc1cc(S(=O)(=O)N2CCCCC2)ccc1Oc1cccc(C)c1,-6,5,-28,1.3,19,0.96,-7,12,4
C[N+](C)(C)C/C=C1/COCO1,6,-17,1,0.99,8,0.99,-2,-5,1
O=C(NNC(=O)c1ccc(O)cc1O)c1ccc(-c2ccccc2)cc1,10,-6,-42,1.4,4,0.57,-8,-20,43*
Cc1cc(C)cc(C(=O)N(Cc2ccco2)c2c(N)n(Cc3ccccc3)c(=O)[nH]c2=O)c1,-6,2,9,0.91,14,0.97,-10,3,3
O=C(O)C1CCC(=O)N1C(=O)OCc1ccccc1 (centres undefined),2,4,4,0.96,23,0.97,2,-4,3
O=C(NNC(=O)c1ccccc1O)c1ccco1,10,-3,-48,1.5,-13,0.68,-5,-11,32
CC1CCCCN1CC(O)COCCC12CC3CC(CC(C3)C1)C2 (centres undefined),6,-5,-21,1.2,-15,1.1,-6,-28,-5
CCOc1ccccc1/C=N/NC(=O)c1cccc(S(=O)(=O)N2CCOCC2)c1,17,14,-19,1.2,7,1,-8,9,-5
c1ccc(CSCc2cn3ccsc3n2)cc1,25,-1,-4,1,-2,0.93,-2,-1,7
Cc1nn(CC(=O)Nc2ccc3c(c2)nc(CN2CCCCC2)n3C)c(=O)c2ccccc12,9,-10,10,0.9,-8,0.95,-4,13,5
COC(=O)c1ccc(C2Nc3ccc(/C(C)=N/NC(=O)C(OC)c4ccccc4)cc3C3C=CCC32)cc1 (centres undefined),9,25,9,0.91,30,0.82,-15,6,18
O=C(CCc1nnc(Cc2c[nH]c3ccccc23)o1)NC1CCCC1,-15,-10,1,0.99,13,1.1,3,3,-10
CC(C)CC(=O)Nc1cccc(C(C)O)c1 (centres undefined),0,9,7,0.93,1,1.1,·,6,-7
COc1cccc(CNCCc2c[nH]c3ccccc23)c1OCc1ccc(F)cc1,18,11,10,0.9,-9,0.96,1,6,4
N#C/C(C(N)=O)=C1/CCCN1Cc1ccccc1,7,-26,-2,1,-12,1.1,0,8,-8
CCN(CC)CCN(Cc1cc2cc3c(cc2[nH]c1=O)OCCO3)C(=S)NCCCN(C)C,26,-4,6,0.94,-28,0.85,3,-18,15
COC(=O)C1=C(C)N(CCc2cc(OC)c(OC)c(OC)c2)C(=O)N[C@H]1c1ccccc1,5,-1,2,0.97,-3,1.1,-5,3,-5
O=C(c1ccc(NS(=O)(=O)c2ccccc2)cc1)N1CCCC1,7,10,-15,1.2,11,1,-6,-8,-4
O=C(NC1CCCC1)c1ccccc1OCc1ccccc1,-10,15,-5,1.1,36,1,66*,16,-3
CCN1CCN(C(=O)Cn2c(=O)sc3ccccc32)CC1,17,6,-3,1,16,1.1,6,7,-10
COc1ccc(C(=O)Nc2nnc(C(F)(F)F)s2)cc1,-15,7,-26,1.3,9,0.96,7,14,4
Cc1ccc(CNC(=O)CN(C(=O)C2(C)CC(=O)N=C3C=CC=CN32)c2cc(C)ccc2C)cc1 (centres undefined),19,-1,-4,1,-19,1.1,4,6,-8
O=C(CSc1nnc(NC(=O)c2ccccc2)s1)NC1CCCC1,12,1,4,0.96,-11,1.1,12,-18,-9
COCC(C)NC(=O)Cc1ccc(F)cc1 (centres undefined),1,-3,10,0.9,16,1,-3,-8,0
CCC(C(=O)Nc1ccon1)c1ccccc1 (centres undefined),13,8,-8,1.1,-11,1,2,-1,-4
Cc1cc(C)nc(NN2C(=O)/C(=C/c3ccccc3)SC2=S)n1,-6,-9,0,1,12,0.79,-2,2,21
CCOCCCn1c(SCC(=O)Nc2cc(C(C)(C)C)nn2-c2ccccc2)nc2ccccc2c1=O,-1,40*,-1,1,29,1.1,-4,23,-6
Cn1c2ccccc2c2nnc(SCC(=O)NCc3ccoc3)nc21,6,-1,4,0.96,32,1.1,1,-10,-9
Cc1csc(NC(=O)C2CCCN(S(=O)(=O)c3cnc[nH]3)C2)n1 (centres undefined),-3,-4,1,0.99,16,1,-9,10,-2

# Some of the entries so far, with tabs:
molecule	NLRP3 yeast inh	Apaf1 inhib	hIAP inh	hIAP act	tim10-1 inh	mIAP act	ATG4B inh	TIM10 inh	mIAP block
N#C/C(C(N)=O)=C1/CCCN1Cc1ccccc1	7	-26	-2	1	-12	1.1	0	8	-8
CCN(CC)CCN(Cc1cc2cc3c(cc2[nH]c1=O)OCCO3)C(=S)NCCCN(C)C	26	-4	6	0.94	-28	0.85	3	-18	15
COC(=O)C1=C(C)N(CCc2cc(OC)c(OC)c(OC)c2)C(=O)N[C@H]1c1ccccc1	5	-1	2	0.97	-3	1.1	-5	3	-5
O=C(c1ccc(NS(=O)(=O)c2ccccc2)cc1)N1CCCC1	7	10	-15	1.2	11	1	-6	-8	-4
O=C(NC1CCCC1)c1ccccc1OCc1ccccc1	-10	15	-5	1.1	36	1	66*	16	-3
CCN1CCN(C(=O)Cn2c(=O)sc3ccccc32)CC1	17	6	-3	1	16	1.1	6	7	-10
COc1ccc(C(=O)Nc2nnc(C(F)(F)F)s2)cc1	-15	7	-26	1.3	9	0.96	7	14	4
Cc1ccc(CNC(=O)CN(C(=O)C2(C)CC(=O)N=C3C=CC=CN32)c2cc(C)ccc2C)cc1 (centres undefined)	19	-1	-4	1	-19	1.1	4	6	-8
O=C(CSc1nnc(NC(=O)c2ccccc2)s1)NC1CCCC1	12	1	4	0.96	-11	1.1	12	-18	-9
COCC(C)NC(=O)Cc1ccc(F)cc1 (centres undefined)	1	-3	10	0.9	16	1	-3	-8	0
CCC(C(=O)Nc1ccon1)c1ccccc1 (centres undefined)	13	8	-8	1.1	-11	1	2	-1	-4
Cc1cc(C)nc(NN2C(=O)/C(=C/c3ccccc3)SC2=S)n1	-6	-9	0	1	12	0.79	-2	2	21
CCOCCCn1c(SCC(=O)Nc2cc(C(C)(C)C)nn2-c2ccccc2)nc2ccccc2c1=O	-1	40*	-1	1	29	1.1	-4	23	-6
Cn1c2ccccc2c2nnc(SCC(=O)NCc3ccoc3)nc21	6	-1	4	0.96	32	1.1	1	-10	-9
Cc1csc(NC(=O)C2CCCN(S(=O)(=O)c3cnc[nH]3)C2)n1 (centres undefined)	-3	-4	1	0.99	16	1	-9	10	-2

# (listing goes on)
SMILES,NLRP3 yeast inh,Apaf1 inhib,hIAP inh,hIAP act,tim10-1 inh,mIAP act,ATG4B inh,TIM10 inh,mIAP block
COc1ccc(CCNC(=O)c2cccnc2)cc1,0,-19,16,0.84,10,1.1,-9,12,-11
O=C(CNC(=O)c1ccco1)Nc1ccc(S(=O)(=O)N2CCCC2)cc1,12,-9,-5,1.1,18,1,1,-17,0
O=C1c2cnc3nc(SCc4ccccc4)nn3c2CC2c3ccccc3CCN12 (centres undefined),26,30,8,0.92,-7,1.1,2,-16,-7
Cc1ccc(SCCN2CCN(Cc3ccccc3)CC2)cc1,29,-4,-30,1.3,-67,0.97,3,-43,3
COc1ccc(C(=O)NC(=S)NCc2ccco2)cc1,8,5,-33,1.3,31,0.95,-5,-2,5
Cc1c(/C=N/Nc2ccc(F)cc2)c(O)n(C)c(=O)c1C#N,17,13,-1,1,2,0.98,2,-41,2
CN1CC(=O)N(CC(=O)N2N=C(c3ccc(Cl)cc3)CC2c2ccco2)C1=O (centres undefined),14,6,3,0.97,18,0.9,0,13,10
Cc1c(CCC(=O)NCCCC(=O)O)c(=O)oc2cc3oc4c(c3cc12)CCCC4,11,3,-2,1,9,1,7,-15,-2
CCc1cc2c(SCC(=O)N(C)C3CCS(=O)(=O)C3)ncnc2s1 (centres undefined),-5,-18,-2,1,17,0.85,6,9,15

# Screens: PubChem BioAssay, Sanford-Burnham Center for Chemical Genomics
